Source: PubChem
Hep lipid drop – inhibitors of hepatocyte lipid droplet formation, primary screen, imaging, high-throughput imaging, BODIPY stain; AML12 mouse hepatocytes, oleate lipid droplets; inhibition, % at 6.5 µM; 0.4% of 240,000 active; AID 1656, 2009;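 active = lipid droplet intensity inhibited by at least 50%, with more than 500 cells counted; inconclusive = wells with under 300 cells, treated as cytotoxic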
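System: AML12 hepatocytes (mouse). Probe or stimulus: oleic acid at 100 µM to induce lipid droplet formation. Times: overnight treatment with compound plus oleate. Detection: Image-based BODIPY and DAPI two-channel analysis. Evaluation: percent inhibition of filter-corrected integrated lipid droplet intensity per well.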
Autophagy HCS – autophagy modulators in MEF cells, primary screen, imaging, high-content, MEF GFP-LC3. MEF GFP-LC3 puncta imaging; test concentration mostly 10 µM. calls only at 10 µM (by protocol). 0.98% of 190,000 active. AID 463193, 2010;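 active = percentage of spot-positive cells more than 3 SD above its plate mean, without a fluorescence outlier flag or 80% toxicity; inconclusive = no clear call, values can overlap the other calls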;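 note: spot-positive cell cutoff set from DMSO-treated cells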
human PMI inhibitors – human PMI inhibitors, high substrate, primary screen, biochemical, fluorescence intensity, high mannose 6-phosphate (AID 1220) | one-dose inhibition, % at 20 µM; IC50 in µM for titrated hits | recombinant PMI enzyme, coupled fluorescence intensity; higher % means a stronger effect | Mannose-6-phosphate isomerase (Homo sapiens) | 0.66% of 190,000 active
TNAP activators – human TNAP enzyme activators, primary screen, biochemical, luminescent, no phosphate acceptor, uHTS (AID 1001); activation fold at 20 µM, or EC50 in µM where a hit was titrated; 0.03% of 200,000 active; purified TNAP, luminescent activation assay, no phosphate acceptor; higher activation fold means a stronger effect; Alkaline phosphatase, tissue-nonspecific isozyme (Homo sapiens); in the data active = activation fold from about 3, or a potency from the dose series; inactive = the rest, 99 in 100 with activation fold below about 1.6; note: many of its hits are not listed in these tables
b-catenin transl – modulators of beta-catenin nuclear translocation, primary screen, imaging, HeLa cells, immunofluorescence, high-content; nuclear translocation activity, % at 5 µM; 0.3% of 190,000 active;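 active = nuclear translocation activity above 50% at 5 µM, with a well cell count of 50 or more; inconclusive = wells under 50 cells across six images, flagged as toxic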;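 note: per-cell ratio of nuclear to cytoplasmic median beta-catenin stain intensity; plate controls were DMSO negative control for no effect and GSK-3 inhibitor IX positive control for full effect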
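Test system: HeLa cells, endogenous beta-catenin; Compound: single 5 µM dose plus 0.02–20 µM confirmation series; Times: compound exposure 24 h at 37°C; Signal: fluorescence imaging of beta-catenin antibody stain plus DAPI; Read-out: % activation, nuclear-to-cytoplasmic median beta-catenin signal ratio per cell.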
T cell modulator – modulators of CD8 T cell-vesicle binding, primary screen, mouse 2C CD8+ T cells, flow cytometry; 2C CD8+ T cell-vesicle binding; stronger effect = lower value; calls only at 7 µM; 0.068% of 330,000 active; AID 2052, 2009;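 active = response, share of CD8 T cells binding vesicles, and their 90th percentile fluorescence all below set limits, cut at about 80% in these data, passing the limit was not always enough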
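Test system: purified 2C TCR transgenic mouse naive CD8+ T cells. Probe or stimulus: QL9-peptide-loaded Drosophila micro-vesicles bearing Ld, ICAM-1 and B7-1. Incubation: binding step 1.5 h, 37 °C, antibody labelling 20 min, ice. Measured by: flow cytometry of vesicle-bound cells.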
PMI inhibitors – inhibitors of human PMI, primary screen, biochemical, fluorescence intensity, coupled assay (AID 1209); purified PMI enzyme, coupled fluorescence intensity; higher % means a stronger effect; inhibition, % at 20 µM; hits with a dose series show IC50 in µM; 0.42% of 190,000 active;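 note: plate controls were DMSO vehicle for no effect and wells lacking substrate for full effect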
MT stabilizer – microtubule stabilizers in HeLa cells, primary screen, imaging, high-content imaging; HeLa tubulin immunostaining HCS, 24 h; share of cells brighter than vehicle mean+2SD; % tubulin-high responders, % at 10 µM; 0.83% of 200,000 active;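 active = plate Z-score above 3 for both tubulin-high and condensed-nucleus cell shares, with cell loss under 80%, at 10 µM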;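 note: anti alpha tubulin signal scored within the nucleus-defined area of each cell; some results filed as inactive read as strong as hits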
Ins promoter up – insulin promoter activators in MIN6 cells, imaging, high-content screening, mouse beta cells. MIN6 insulin promoter-GFP reporter; stronger effect = higher value. z-score at 5 µM. 0.3% of 190,000 active;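 active = z-score above 3 at 5 µM with at least 500 cells counted in the well; inconclusive = wells under 500 cells, flagged as cytotoxic or low count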
Ins promoter up cell count – further read-out of Ins promoter up, marked with its call; cell count; measured here: cytotoxicity, nuclei count;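 total cells summed across four imaged fields per well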
Hep lipid drop cells 6.5 µM – also measured in Hep lipid drop; calls as there; cell count; measured here: cell count, cytotoxicity flag;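 cells counted across two imaged fields per well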
b-catenin transl cell count 5 µM – recorded beside b-catenin transl, whose call it bears; cell count; measured here: cell count, cytotoxicity flag
T cell modulator vesicle-bound % – recorded beside T cell modulator, whose call it bears; double positive events, %; measured here: CD8+ vesicle-bound cell fraction;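 binding gate set so that unloaded-vesicle control wells show 10% double positive cells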
MT stabilizer Hoechst-high % – also measured in MT stabilizer; calls as there; % Hoechst-high responders; measured here: nuclear condensation Hoechst responders;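 share of cells brighter than vehicle mean plus two SD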
MT stabilizer cytotoxicity % – further read-out of MT stabilizer, marked with its call; toxicity, %; measured here: cytotoxicity by cell density;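 0% = mean cell density of plate MIN control wells and 100% = no cells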
Autophagy HCS cell loss 18 h – further read-out of Autophagy HCS, marked with its call; toxicity, %; measured here: cell loss, nuclei count;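 cell loss after 18 h compound exposure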
Active calls of the source: *; i = inactive; u = inconclusive; x = not tested or not shown; + = active, no number. Cut-off read from the data, not from the text of the source, unless noted: active = inhibition above about 50%; inactive = the rest.

SMILES	Hep lipid drop	Hep lipid drop cells 6.5 µM	Autophagy HCS	Autophagy HCS cell loss 18 h	human PMI inhibitors	TNAP activators	b-catenin transl	b-catenin transl cell count 5 µM	T cell modulator	T cell modulator vesicle-bound %	PMI inhibitors	MT stabilizer	MT stabilizer Hoechst-high %	MT stabilizer cytotoxicity %	Ins promoter up	Ins promoter up cell count
CCCC(=O)Nc1ccc2c(c1)C(=O)N(CCC(=O)O)C2=O	-6	702	i	-5	6%	1.1	-0.1	1109	i	20	9%	2.8	2.1	4.0	0.23	1280
COc1ccc(-c2cc(C(=O)c3c(N)n(C)c(=O)n(C)c3=O)c3ccccc3n2)cc1	-46	746	x	x	x	x	1.6	1305	i	43	x	x	x	x	-0.37	1068
COc1ccc(S(=O)(=O)N2CCCCCC2)cc1	-6	743	i	-10	0%	1.1	-1.8	1161	i	36	0%	1.8	0.8	3.9	x	x
CC(C)COC(=O)Cn1cnc2ccc(Br)cc2c1=O	9	754	i	-2	1%	1.1	3.7	1152	i	42	2%	5.7	3.8	3.0	-0.5	898
COC(=O)CNC(=O)COC(=O)Cc1ccc(Cl)cc1	-8	686	i	-8	-7%	1.1	-1.8	1126	i	34	-17%	3.2	2.8	5.3	-0.04	1399
O=C(/C=C/c1ccc(S(=O)(=O)N2CCOCC2)cc1)N1CCN(c2ccccc2)CC1	2	656	i	10	-2%	1.1	0.0	1170	i	29	-7%	2.2	1.7	8.6	0.25	1165
O=C(O)[C@H](Cc1ccccc1)NC(=O)C(c1ccccc1)(c1ccccc1)c1ccccc1	17	763	i	-9	11%	1	-2.2	1042	i	31	7%	2.1	2.2	8.1	-0.42	1408
COc1ccc(NC(=O)CSc2nc3ccccc3c(=O)n2CCCN2CCCCC2)c(OC)c1	-2	792	i	-1	-3%	1.2	x	x	i	42	0%	2.5	1.1	6.1	1.7	847
COc1ccc(C2CC(=O)C3=C(C2)Nc2ccccc2N(C(C)=O)C3c2ccco2)cc1 (stereo not given)	x	x	i	6	1%	1.1	-2.2	1076	x	x	3%	4.2	3.5	2.5	0.5	1189
Cc1onc(C(=O)NCc2ccc(F)cc2)c1[N+](=O)[O-]	-2	697	i	34	4%	1	-0.6	1136	i	58	-18%	3.0	1.7	6.2	0.92	969
Nc1nnc(-c2ccccc2F)s1	0	734	i	0	13%	1	1.4	862	i	25	15%	3.1	2.9	9.2	0.45	1508
Cc1ccc(-c2cc(N)n(-c3ccc(F)cc3)n2)cc1	4	519	i	9	19%	1.1	-1.5	939	i	25	19%	2.8	2.4	5.9	-0.32	1646
Cc1ccc(NC(=O)CSc2nnc(-c3ccncc3)o2)cc1	x	x	i	4	0%	1.1	-1.5	1429	i	39	10%	1.6	1.9	12	0.32	1445
COc1cccc2c(=O)c(SC(F)(F)C(F)C(F)(F)F)c(C)[nH]c12 (stereo not given)	x	x	i	-25	7%	1.1	-5.7	967	i	8	4%	8.4	3.5	11	0.86	1443
O=C1C2C3C=CC(C3)C2C(=O)N1/N=C/c1cn(Cc2ccccc2)c2ccccc12 (stereo not given)	-8	688	i	3	2%	1	-1.0	1132	i	10	2%	3.0	1.5	1.2	x	x
COc1ccc(-c2nnn(CC(=O)N3CCN(c4ccccc4OC)CC3)n2)cc1	-44	734	+	25*	10%	1	0.1	1139	i	55	2%	2.9	1.5	2.5	x	x
O=C(NCc1ccccc1)c1ccc(N2C(=O)C3CCCCC3C2=O)cc1 (stereo not given)	-10	659	i	1	7%	1	-0.2	534	i	40	7%	3.6	1.1	1.6	0.11	1303
Cc1nc([N+](=O)[O-])c(C(=O)OCc2ccc(C#N)cc2)n1C	-3	693	i	3	-4%	1.1	-1.1	1046	i	8	-4%	1.7	1.9	3.6	-0.32	1088
COc1cccc(N/C(N)=N/c2nc(CSc3ccccn3)cc(=O)[nH]2)c1	u	x	+	43*	1%	1.1	-1.7	1037	i	39	3%	4.8	53	34	0.07	749
Cc1ccc(S(=O)(=O)Nc2nc(C)cc(-n3nc(C)cc3C)n2)cc1	-16	766	i	-5	11%	1.2	-8.7	1184	i	59	17%	1.1	1.3	3.6	x	x
O=S(=O)(CCN1C=CC(C(F)(F)F)=NCC1)c1ccc(Cl)cc1Cl	-2	773	x	x	x	x	-4.1	1075	i	48	x	x	x	x	0.48	1380
CCN(CC)S(=O)(=O)c1ccc2c(c1)c(=O)c(C(=O)NCc1ccco1)cn2C	9	675	i	4	-2%	1.1	-1.0	1133	i	17	1%	4.2	0.9	4.3	-0.91	1182
COC(=O)c1nc(N)sc1-c1ccc(Cl)cc1	11	693	i	-4	6%	1.1	-1.2	1062	i	56	-3%	3.2	3.4	1.4	1	1287
CC(=O)Nc1nnc(SCC(=O)NC(C)(C)C)s1	x	x	i	18	5%	1	-2.8	894	i	6	-5%	2.1	2.2	3.2	0.2	1176
COc1ccc(NC(=S)N(Cc2cccnc2)Cc2cc3cc(OC)c(OC)cc3[nH]c2=O)cc1	-6	663	i	7	2%	1.1	0.7	987	i	12	7%	2.5	2.1	2.1	-0.73	1267

Rewritten field by field: entries from further up
> COc1ccc(C2CC(=O)C3=C(C2)Nc2ccccc2N(C(C)=O)C3c2ccco2)cc1 (stereo not given)
  Hep lipid drop: x
  Hep lipid drop cells 6.5 µM: x
  Autophagy HCS: i
  Autophagy HCS cell loss 18 h: 6
  human PMI inhibitors: 1%
  TNAP activators: 1.1
  b-catenin transl: -2.2
  b-catenin transl cell count 5 µM: 1076
  T cell modulator: x
  T cell modulator vesicle-bound %: x
  PMI inhibitors: 3%
  MT stabilizer: 4.2
  MT stabilizer Hoechst-high %: 3.5
  MT stabilizer cytotoxicity %: 2.5
  Ins promoter up: 0.5
  Ins promoter up cell count: 1189

> Cc1onc(C(=O)NCc2ccc(F)cc2)c1[N+](=O)[O-]
  Hep lipid drop: -2
  Hep lipid drop cells 6.5 µM: 697
  Autophagy HCS: i
  Autophagy HCS cell loss 18 h: 34
  human PMI inhibitors: 4%
  TNAP activators: 1
  b-catenin transl: -0.6
  b-catenin transl cell count 5 µM: 1136
  T cell modulator: i
  T cell modulator vesicle-bound %: 58
  PMI inhibitors: -18%
  MT stabilizer: 3.0
  MT stabilizer Hoechst-high %: 1.7
  MT stabilizer cytotoxicity %: 6.2
  Ins promoter up: 0.92
  Ins promoter up cell count: 969

> Nc1nnc(-c2ccccc2F)s1
  Hep lipid drop: 0
  Hep lipid drop cells 6.5 µM: 734
  Autophagy HCS: i
  Autophagy HCS cell loss 18 h: 0
  human PMI inhibitors: 13%
  TNAP activators: 1
  b-catenin transl: 1.4
  b-catenin transl cell count 5 µM: 862
  T cell modulator: i
  T cell modulator vesicle-bound %: 25
  PMI inhibitors: 15%
  MT stabilizer: 3.1
  MT stabilizer Hoechst-high %: 2.9
  MT stabilizer cytotoxicity %: 9.2
  Ins promoter up: 0.45
  Ins promoter up cell count: 1508

The listing continues:
SMILES	Hep lipid drop	Hep lipid drop cells 6.5 µM	Autophagy HCS	Autophagy HCS cell loss 18 h	human PMI inhibitors	TNAP activators	b-catenin transl	b-catenin transl cell count 5 µM	T cell modulator	T cell modulator vesicle-bound %	PMI inhibitors	MT stabilizer	MT stabilizer Hoechst-high %	MT stabilizer cytotoxicity %	Ins promoter up	Ins promoter up cell count
CC(C)C1N=C2c3ccccc3N=C(SCC(=O)NCCc3ccc(S(N)(=O)=O)cc3)N2C1=O (stereo not given)	-4	456	i	-6	-38%	1.1	x	x	i	42	-15%	2.1	1.2	6.1	0.61	1188
O=C(c1cc2ccccn2n1)N1CCN(Cc2ccccc2)CC1	x	x	i	1	-4%	1.2	x	x	i	30	3%	2.6	3.8	5.7	1.2	898
O=C(CNC(=O)c1ccc(Br)o1)OCC(=O)c1cccc([N+](=O)[O-])c1	-15	709	i	0	-2%	1	0.3	1495	i	20	-2%	1.3	1.3	8.7	0.26	1392
Cc1cc(OCC(=O)Nc2ccc(S(=O)(=O)N3CCN(C)CC3)cc2)ccc1Cl	-104	741	i	-9	19%	1	2.4	1101	i	50	-1%	3.3	1.1	5.7	-0.03	866
CC(NC(=O)c1ccc(F)cc1)C(=O)NC1=NCCS1 (stereo not given)	-4	664	i	-7	-11%	1.1	1.3	1087	i	30	-9%	2.7	2.9	5.8	-0.53	1081
CC(C)C(NC(=O)C12CC3CC(CC(C3)C1)C2)C(=O)O (stereo not given)	10	725	i	11	7%	1.1	-5.8	1106	i	35	23%	1.7	2.3	8.8	0.73	715
O=c1nc(N2CCCCC2)nc(Nc2ccccc2)[nH]1	-2	717	i	39	-3%	1	x	x	i	32	0%	1.6	1.1	5.9	-0.87	880
N#CC1=C(SCC(=O)Nc2ccc(C(=O)O)cc2)NC(=O)CC1c1ccco1 (stereo not given)	-2	712	x	x	x	x	-1.0	1117	i	17	x	x	x	x	1	1424
Nc1nnc(SCC(=O)Nc2cc(S(=O)(=O)N3CCOCC3)ccc2Cl)s1	0	692	i	-9	-4%	1.1	-3.2	1121	i	49	8%	4.5	4.2	11	1.5	1318
Oc1ccc(/C=N/N(Cc2ccccc2)c2ccccc2)c(O)c1O	-5	749	i	3	x	0.8	-1.8	1110	x	x	77%*	3.7	1.5	3.8	-0.16	1202
O=C(NC12CC3CC(CC(C3)C1)C2)c1ccccc1O	-9	733	i	10	1%	1.1	-0.6	1119	i	56	11%	2.7	2.6	7.9	1.1	1345
Cc1cc(C)n(-c2ccc(F)cc2)c(=O)c1C#N	-4	675	i	-11	-7%	1.1	-1.0	1088	i	49	-2%	1.1	1.3	9.8	-0.45	1521
CNS(=O)(=O)c1cc(C(=O)O)ccc1OC	1	684	i	-26	-2%	1.1	1.8	1545	i	35	-3%	5.7	1.4	1.3	0.07	1343
